LMNA splice mod: modulators of lamin A splicing; HeLa LMNA splicing GFP/RFP minigene ratio, 48 h; AID 1487; 200,000 tested, 0.01% active; Potency, µM (titrated, usually from 46.1 µM), for inactives: top-dose ratio change, negative = inhibition, most hits filed as inhibitors; active = well fitted inhibition curve with a large enough effect in the signal ratio, with a control signal flat, not every such curve was filed as active; inconclusive = small, poorly fitted or top-dose-only effect, or effect the other way, or a change in a side signal; the % refers to the signal ratio; also: potency is read from the fitted curve at half-maximal effect; % is scaled to controls: 0 for no effect and ±100 for the full control effect
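Read-out is the ratio of GFP to DsRed2 object intensity, acquired by 488 nm laser-scanning cytometry on HeLa lamin A-EGFP minigene reporter cells. Compound incubation 48 hrs at 37 °C in Opti-MEM with 2% FBS; DMSO 0.5% final.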
HttQ103 aggreg: mutant huntingtin aggregation inhibition; PC12 HttQ103-GFP aggregates, Acumen cytometry, 40 h; 220,000 tested, 1.1% active; Potency, µM (series often up to 46.1 µM), without a hit: top-dose activity change, negative = inhibition, usual class: inhibitors; also: potency is read from the fitted curve at half-maximal effect; % is scaled to controls: 0 for no effect and ±100 for the full control effect; nearly all actives have a fitted effect of over 60% in size
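Using laser scanning cytometry, GFP-positive aggregates were counted after lysis of PC12 cells induced with 100 nM tebufenozide to express HTT exon 1 Q103–GFP. Compounds were tested in titration.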
HTT cytoprotect: cytoprotection in Huntington HTT-Q103 PC12 cell model; PC12 HTT-Q103 induced, cytoprotection, ATP luminescence, 40 h; Potency, µM (series often up to 56.4 µM), for inactives: cytoprotection (ATP increase), most hits filed as activators; 230,000 tested, 0.14% active;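 also: potency is read from the fitted curve at half-maximal effect; % of control where 0% means no effect; nearly all actives have a fitted effect of over 45% in size; toxic huntingtin expression switched on by the ecdysone agonist tebufenozide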
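Compounds were screened for protection of PC12 cells against cell death after tebufenozide induction (100 nM final) of mutant Huntingtin exon 1 (Q103) fused to GFP.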
KinaseGlo FLuc: blocks Kinase-Glo luciferase, a counter-screen artifact; Q27757; Kinase-Glo luciferase, ATP luminescence, 8 min; Potency, µM (doses to about 38.3 µM), without a hit: at the highest dose activity change, negative = inhibition, most hits filed as inhibitors; 200,000 tested, 0.28% active; also: potency is read from the fitted curve at half-maximal effect; % is scaled to controls: 0 for no effect and ±100 for the full control effect; nearly all actives have a fitted effect of over 60% in size
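Substrate mix (final 50 mM imidazole pH 7.2, 50 mM KCl, 7 mM MgCl2, 10 uM ATP, 0.01% Tween 20, 0.05% BSA) plus pin-tool compound, then Kinase-Glo detection mix; 8 min ambient, luminescence read.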
IMPase Li inh: IMPase inhibition in cells with lithium potentiation. 210,000 tested, 0.35% active. AID 1457. CHO-M1 cells, IP1 TR-FRET (IP-One), carbachol + lithium. Potency, µM (titrated, usually from 59.4 µM), for inactives: top-dose activity, negative = IMPase inhibition, usual class: inhibitors;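 also: IP1 builds up when IMPase is blocked and the TR-FRET signal falls; potency is read from the fitted curve at half-maximal effect; plate controls were basal vehicle for no effect and high inhibitor control for full effect; nearly all actives have a fitted effect of over 50% in size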
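Concentration–response in CHO-M1 cells, lithium-potentiated; 30 min at 37C. IP1 detected by competitive TR-FRET after 10 min lysis at RT. Hill-fitted AC50.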
SMN2 splice up: SMN2 splice variant enhancement; HEK293 SMN2-luciferase splicing reporter, luminescence, 30-36 h; Potency, µM (top dose mostly 46.1 µM), for inactives: at the top dose activity change, positive = activation, most hits filed as activators; 210,000 tested, 2.8% active; AID 1458; also: potency is read from the fitted curve at half-maximal effect; % of control where 0% means no effect; nearly all actives have a fitted effect of over 55% in size
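HEK293 cells carry an SMN2 […]–luciferase reporter in which exon 7 inclusion puts luciferase in frame. Cells were plated 10-12 h before compound addition, then incubated 30-36 h at 37C. ONE-Glo luminescence was read; sodium butyrate at 4.5 mM final served as control.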
CBFb RUNX1 block: CBF-beta/RUNX1 interaction disruption | Q01196+Q13951 | AlphaScreen CBFb-His/RUNX1-biotin binding, biochemical | Potency, µM (highest dose often 59.8 µM), without a hit: top-dose activity, negative = inhibition, hits mostly inhibitors | 230,000 tested, under 10 active; also: % of control where 0% means no effect
Target sequence (Q01196 whole entry, looked up): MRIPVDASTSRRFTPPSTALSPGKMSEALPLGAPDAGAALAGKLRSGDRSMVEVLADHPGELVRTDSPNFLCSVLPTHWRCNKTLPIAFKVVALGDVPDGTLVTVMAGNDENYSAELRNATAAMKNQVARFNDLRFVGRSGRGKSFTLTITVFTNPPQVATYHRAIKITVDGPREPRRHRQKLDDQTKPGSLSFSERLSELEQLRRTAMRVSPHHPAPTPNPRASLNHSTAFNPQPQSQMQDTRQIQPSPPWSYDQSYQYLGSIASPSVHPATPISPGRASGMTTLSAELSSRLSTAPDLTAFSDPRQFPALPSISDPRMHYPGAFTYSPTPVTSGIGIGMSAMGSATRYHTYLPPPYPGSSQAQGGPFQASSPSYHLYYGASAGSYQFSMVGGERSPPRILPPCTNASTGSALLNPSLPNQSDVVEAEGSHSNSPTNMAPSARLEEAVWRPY
Target sequence (Q13951 whole entry, looked up): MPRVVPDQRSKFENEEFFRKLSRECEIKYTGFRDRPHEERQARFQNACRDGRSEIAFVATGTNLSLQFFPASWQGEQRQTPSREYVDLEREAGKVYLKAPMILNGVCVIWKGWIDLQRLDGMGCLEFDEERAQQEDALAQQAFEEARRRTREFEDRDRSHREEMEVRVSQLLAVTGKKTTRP
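Inhibition was taken as any reduction in AlphaScreen signal from the CBF-beta–RUNX1 pair (His and biotin tags, 30 nM each), measured after compound (15 min) and bead (90 min) incubations at room temperature.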
Starred values were filed as active, the others as inactive; ? = inconclusive; / = no result given; [ ] = remark or other dose. Unless noted, calls follow the shape of the dose curve; as a rule, active = well fitted curve in the direction sought with a large enough effect; inconclusive = small, poorly fitted or top-dose-only effect, or another doubt; inactive = no such curve, though single readings can be large; an effect the other way counts as inactive or inconclusive.

SMILES | LMNA splice mod | HttQ103 aggreg | HTT cytoprotect | KinaseGlo FLuc | IMPase Li inh | SMN2 splice up | CBFb RUNX1 block
Cc1ccc(-c2cc(C(=O)NCc3cccs3)no2)cc1 | 12.2% | 15.3% | 12.1% | 2.2% | 6.6%[38.3 µM] | 22.3% | 5.2%
CS(=O)c1ccccc1COC(=O)Nc1ccccc1 (centres undefined) | 15.0%[46 µM] | -21.8% | -5.0%[10 µM] | -1.1% | -2.6% | -12.0% | 6.4%
CCOC(=O)C1=C(C)N(CCCC(=O)O)C(=O)NC1c1ccc(OC)cc1 (centres undefined) | -6.7% | 2.6% | / | 1.8% | -1.1% | -10.3% | 4.6%[2.36 µM]
O=C(Nc1ncccn1)c1cc([N+](=O)[O-])cc([N+](=O)[O-])c1 | -8.7% | -1.0% | 20.0%[10 µM] | -1.2% | -4.3% | 11.4% | 4.3%
Cc1ccc(N(C(=O)Cn2nnc(-c3ccccc3)n2)C(C(=O)NC2CCCCC2)c2ccccn2)cc1C (centres undefined) | -7.6% | 7.0% | 14.3%[10 µM] | -0.2% | 6.5% | 8.8% | -3.8%
CCSc1nnc2c(n1)[nH]c1c(C)cccc12 | -15.2% | ? | -19.5% | -6.0% | 9.9%[38.3 µM] | -36.8%[inhibitor] | 1.3%
COc1ccc(CCNc2oc(-c3ccco3)nc2C#N)cc1 | -0.4% | 8.4% | -24.9%[0.074 µM] | 0.0% | 4.5% | 1.2% | -9.6%
O=C(CN1CCC(n2nnc3cc(F)ccc32)CC1)N1CCCc2ccccc21 | -7.8% | -0.5% | -22.9% | 14.6% | 9.0%[38.3 µM] | -8.1% | -1.7%
CCOc1ccc(NC(=S)N2CCC(N(C)CC3CCCO3)CC2)cc1 (centres undefined) | -5.9% | -12.6% | 2.2%[10 µM] | -2.8% | -1.0% | 4.0%[1.84 µM] | 3.9%
CCc1nnc(NC(=O)c2cccc(S(=O)(=O)N3CC(c4ccccc4)CC3=O)c2)s1 (centres undefined) | -3.2% | 3.9% | -4.4% | 3.6% | -1.7%[38.3 µM] | ? | -7.5%
COc1ccc(NC2CC(=O)N(C)C2=O)cc1 (centres undefined) | 8.6% | 8.2% | -0.9% | -0.3% | 37.7%[activator][38.3 µM] | ? | -26.4%
N#C/C(C(=O)c1ccccc1)=C1/SC=C(N)N1c1ccccc1 | 3.5% | -1.1% | -25.4% | -21.2% | -17.3%[38.3 µM] | -6.6% | 3.0%
Cc1nc(NC(=O)CSc2nnc(-c3ccc4c(c3)OCO4)o2)c(Cl)cc1Cl | ? | -0.7% | 9.7%[10 µM] | -0.5% | 2.2% | ? | -2.6%
CCn1cc(Br)c(C(=O)NN)n1 | 6.3% | 14.8% | -22.2% | 5.9% | -6.8%[38.3 µM] | 8.5% | 1.9%
CCN=C1NN=C(c2cc(C)n(Cc3ccco3)c2C)CS1 | -3.1% | -9.5% | -12.8%[1.9 µM] | -2.0% | 1.6% | -81.6%[inhibitor] | -12.9%
CC(Oc1ccccc1)C(=O)N1CCN=C1SCc1ccc(F)cc1 (centres undefined) | / | -11.4%[9.22 µM] | 0.4%[10 µM] | / | / | / | 14.6%
Cc1ccc(NC(=O)CSCC#N)cc1Cl | 1.1% | -11.5% | 29.4%[10 µM] | -2.3% | -0.2% | -9.5% | 10.7%
Cc1c(/C=N/NC(=O)C2(O)c3ccccc3-c3ccccc32)cnn1C | -4.7% | 10.7% | / | 1.7% | 2.7% | -1.1% | -2.2%
O=C(NCCc1ccccc1)C1CCN(C2CCN(Cc3ccc(CO)o3)CC2)CC1 | / | 10.8%[9.22 µM] | -2.6%[10 µM] | 1.5% | -1.1% | / | -1.6%
COc1ccc(C(=O)Nc2ccc(NC(=O)C(C)C)nc2)cc1 | ? | -5.4%[9.22 µM] | 3.4%[10 µM] | -0.5% | 2.8% | 3.8% | 4.0%
O=C1C2C3C=CC(C3)C2C(=O)N1/N=C/c1cc(Br)cc([N+](=O)[O-])c1O (centres undefined) | ? | 12.6µM* | -3.8%[10 µM] | 0.7% | -3.9%[38.3 µM] | -15.7% | 12.1%
COc1cccc(C(=O)Nc2cccnc2)c1OC | 32.4%[46 µM] | -10.5% | -64.9%[inhibitor] | -1.7% | 0.4% | 4.5% | 13.8%
CC(=O)c1ccc(N=C2SCCCN2C(=O)C2CCCCC2)cc1 | -3.0%[46 µM] | -5.8% | -14.2% | -0.1% | 6.3% | 1.9% | -3.5%
O=c1cc[nH]c2cccc(Cc3ccccc3)c12 | 3.6% | -14.5% | -20.6%[10 µM] | -1.3% | 4.2%[38.3 µM] | -6.8% | 2.2%
CCOc1ccc(-c2nn(-c3ccccc3)cc2/C=C(\C#N)S(=O)(=O)c2ccccc2)cc1C | 3.0% | 4.7% | -81.2%[inhibitor] | 1.0% | -20.9%[38.3 µM] | -10.1% | 5.8%
O=C(CSc1nc2ccccc2c(=O)n1NC(=O)Cc1ccccc1)NCCc1ccccc1 | 9.6%[0.0737 µM] | -19.9% | 20.8% | 1.9% | 7.4%[38.3 µM] | 15.7% | 3.2%
Cc1ccc(CNC(=O)[C@@H]2C[C@H]2[C@@H](NP(=O)(c2ccccc2)c2ccccc2)c2ccccc2)o1 | / | / | -36.8%[inhibitor] | 2.6% | -1.1% | -10.5% | 6.2%
O=C(O)CC12CC3CC(C1)CC(n1ncc(NCc4ccc(F)cc4Cl)c(Cl)c1=O)(C3)C2 | -0.1%[46 µM] | 2.2% | -22.1% | -1.9% | -7.6% | -22.6% | 2.9%
Cc1cc(C(=O)Nc2ccc(C(=O)O)cc2)c(-c2ccccc2)o1 | -0.6% | 21.7% | -23.0% | 2.4% | 17.0%[38.3 µM] | / | 1.2%
O=S(=O)(c1ccc(OCC(O)CN2CCN(c3ccccc3)CC2)cc1)N1CCOCC1 (centres undefined) | -13.1% | -11.0% | 7.0%[10 µM] | 5.7% | 4.2% | -44.9%[inhibitor] | -2.0%
O=C(CSc1nnc2ccccn12)NCCN1C(=O)CSC1=O | -9.9% | -2.3% | 13.9%[10 µM] | -2.1% | 3.2% | 0.6% | 4.0%
COC(=O)C1=NN(C(C)(C)CC(C)=O)C2C(=O)N(C3CCCCC3)C(=O)C12 (centres undefined) | 22.0%[46 µM] | 25.6% | -7.5% | 0.9% | 5.7% | -7.3% | 8.5%
